# T cruzi growth = T. cruzi intracellular proliferation inhibitors, primary screen, cell-based, beta-gal Tulahuen parasites, NIH3T3 host, luminescence. T. cruzi beta-gal in NIH3T3, GalScreen luminescence, 90 h. inhibition, % at 8.34 µM. 77,000 tested, 5.9% active;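 active means mean inhibition above about 93%, with at least 55% of replicates each passing it, limit read from the data, passing the limit was not always enough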
# Pf Dd2 inh = P. falciparum Dd2 growth inhibitors, primary screen, SYBR Green fluorescence, single dose replicates. 72 h; active compounds read low. AID 1159554, 2015. activity change, % at 10 µM. 94,000 tested, 2.3% active; in the data active means activity change below about -80%
# C diff HTS = C. difficile growth inhibitors, primary screen, HTS. Clostridium difficile clinical isolate growth, OD600, 24 h; active compounds read low. growth activity, negative = inhibition, % at 16 µg/mL (by protocol). 86,000 tested, 0.25% active;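 active means mean growth activity at or below -80% and every replicate also at or below -80%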;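 further: 0% = DMSO wells and -100% = levofloxacin 16 µg/mL wells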
# GASC1 inh = inhibitors of GASC-1 (KDM4C) histone demethylase, primary screen, biochemical, single concentration HTS; Lysine-specific demethylase 4C (Homo sapiens), Q9H3R0; GST-KDM4C 2-372, H3K9me3 peptide, LANCE TR-FRET; inhibition, % at 12.5 µM; 96,000 tested, 0.15% active;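 active means mean replicate inhibition above about 25%, with at least 55% of replicates also reaching it, limit read from the data, passing the limit was not always enough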
# Target sequence (Q9H3R0 2-372 limits assumed): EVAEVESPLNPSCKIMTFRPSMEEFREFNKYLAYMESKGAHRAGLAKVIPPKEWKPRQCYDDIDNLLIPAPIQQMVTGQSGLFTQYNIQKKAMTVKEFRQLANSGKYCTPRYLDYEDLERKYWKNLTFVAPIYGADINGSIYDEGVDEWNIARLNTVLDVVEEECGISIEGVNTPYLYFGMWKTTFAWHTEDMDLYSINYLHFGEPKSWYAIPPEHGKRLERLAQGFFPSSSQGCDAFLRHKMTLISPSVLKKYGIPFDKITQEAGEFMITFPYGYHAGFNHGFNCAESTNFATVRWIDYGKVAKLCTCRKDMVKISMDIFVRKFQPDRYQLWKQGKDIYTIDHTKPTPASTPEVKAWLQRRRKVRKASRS
#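 reagent = H3K9me3 peptide substrate, Fe(II), 2-oxoglutarate | system = GST-tagged GASC-1 (JMJD2C) catalytic fragment, aa 2-372 | amount = enzyme final amount 10 nM | read-out = Fall in 671/618 emission ratio as inhibition | medium = HEPES buffer, pH 7.5, plus ascorbate | schedule = 30 min reaction, 60 min detection, RT | measured by = LANCE TR-FRET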
# * marks the source's active call; other numbers are inactive results; nt = not tested or not shown; & = joins results of further samples. Not a hit list; overall some 7% were active at least once.
SMILES,T cruzi growth,Pf Dd2 inh,C diff HTS,GASC1 inh
Cc1ccc(S(=O)(=O)N(C)C[C@@H]2OCCCC[C@@H](C)Oc3ccc(NC(=O)Nc4ccc(C(F)(F)F)cc4)cc3C(=O)N([C@@H](C)CO)C[C@@H]2C)cc1,nt,-86*,38,1.2
O=C(C[C@@H]1C[C@H]2c3cc(NS(=O)(=O)c4ccc(F)cc4)ccc3O[C@H]2[C@@H](CO)O1)NCc1cc(F)ccc1F,5,-21,2,-4.5
COc1ccc(NC(=O)N(C)C[C@H]2OCc3ccccc3-c3ccccc3C(=O)N([C@@H](C)CO)C[C@H]2C)cc1,12,12,nt,0.1
COc1ccc(NC(=O)N(C)C[C@@H]2Oc3ccc(NC(=O)NC(C)C)cc3C(=O)N([C@H](C)CO)C[C@@H]2C)cc1,nt,-2,0,-3.3
C[C@H]1CN([C@@H](C)CO)C(=O)Cc2cc(NS(=O)(=O)c3ccc(Cl)cc3)ccc2O[C@H]1CN(C)Cc1ccc(C(=O)O)cc1,14,-6,5,1.2
CO[C@@H]1CN(C)C(=O)c2cc(NC(=O)Nc3ccccc3F)ccc2OC[C@@H](C)N(C)C[C@@H]1C,-10,28,nt,1.0
COc1ccc(S(=O)(=O)N(C)C[C@@H]2OCCCC[C@@H](C)Oc3ccc(NS(C)(=O)=O)cc3C(=O)N([C@H](C)CO)C[C@H]2C)cc1,-59,-38,0,-1.0
CCCNC(=O)C[C@@H]1C[C@@H]2c3cc(NS(=O)(=O)c4ccc(OC)cc4)ccc3O[C@@H]2[C@H](CO)O1,-71,17,-3,-1.8
CN1C(=O)c2cc(NC(=O)c3ccccc3Cl)ccc2OC[C@@H]2O[C@H](CC(=O)O)CC[C@H]21,-50,6,-2,1.3
C[C@@H]1CN([C@H](C)CO)C(=O)c2cc(NC(=O)Cc3cn(C)c4ccccc34)ccc2O[C@@H]1CN(C)C(=O)NC1CCCCC1,25,-39,4,-1.5
CO[C@H]1CN(C)C(=O)c2cc(NC(=O)c3nc4ccccc4s3)ccc2OC[C@@H](C)N(Cc2cncnc2)C[C@@H]1C,63,-5,nt,1.6
COc1ccc(S(=O)(=O)N(C)C[C@H]2Oc3ccc(NC(=O)NC4CCCCC4)cc3C(=O)N([C@@H](C)CO)C[C@@H]2C)cc1,60,-10,2,0.7
Cc1ccccc1-c1ccc(C2[C@H]3CNC[C@@H]2N3Cc2ccc3c(c2)OCO3)cc1 (stereo partly specified),nt,4&-8,0&64,-0.4&1.1
COc1ccc(CN(C)C[C@H]2Oc3ccc(NS(=O)(=O)c4ccc(Cl)cc4)cc3CC(=O)N([C@H](C)CO)C[C@H]2C)cc1,86,6,-15,-0.6
O=C(c1cccc(F)c1)N1CC(=O)N2[C@@H](CO)[C@@H](c3ccc(-c4cccnc4)cc3)[C@@H]2C1,nt,2,-3,1.0

# Some of the entries so far, with values under each structure.
# Value order: T cruzi growth, Pf Dd2 inh, C diff HTS, GASC1 inh
COc1ccc(S(=O)(=O)N(C)C[C@H]2Oc3ccc(NC(=O)NC4CCCCC4)cc3C(=O)N([C@@H](C)CO)C[C@@H]2C)cc1
    60, -10, 2, 0.7
O=C(C[C@@H]1C[C@H]2c3cc(NS(=O)(=O)c4ccc(F)cc4)ccc3O[C@H]2[C@@H](CO)O1)NCc1cc(F)ccc1F
    5, -21, 2, -4.5
CN1C(=O)c2cc(NC(=O)c3ccccc3Cl)ccc2OC[C@@H]2O[C@H](CC(=O)O)CC[C@H]21
    -50, 6, -2, 1.3
COc1ccc(NC(=O)N(C)C[C@H]2OCc3ccccc3-c3ccccc3C(=O)N([C@@H](C)CO)C[C@H]2C)cc1
    12, 12, nt, 0.1
COc1ccc(NC(=O)N(C)C[C@@H]2Oc3ccc(NC(=O)NC(C)C)cc3C(=O)N([C@H](C)CO)C[C@@H]2C)cc1
    nt, -2, 0, -3.3
Cc1ccccc1-c1ccc(C2[C@H]3CNC[C@@H]2N3Cc2ccc3c(c2)OCO3)cc1 (stereo partly specified)
    nt, 4&-8, 0&64, -0.4&1.1

# (listing goes on)
SMILES,T cruzi growth,Pf Dd2 inh,C diff HTS,GASC1 inh
C[C@@H]1CCCCO[C@H](CN(C)C(=O)Nc2ccc(C(F)(F)F)cc2)[C@H](C)CN([C@H](C)CO)C(=O)c2cc(NS(=O)(=O)c3ccc(F)cc3)ccc2O1,84,-41,7,0.1
CCCNC(=O)C[C@H]1C[C@H]2c3cc(NC(=O)NC4CCCCC4)ccc3O[C@H]2[C@H](CO)O1,-51,32,-4,-0.9
COc1ccc(S(=O)(=O)N(C)C[C@H]2Oc3ccc(NC(=O)Nc4ccccc4)cc3CC(=O)N([C@@H](C)CO)C[C@@H]2C)cc1,-23,-41,-9,0.5
C[C@H]1CN([C@@H](C)CO)C(=O)CCCn2cc(nn2)CO[C@H]1CN(C)C(=O)c1cc(-c2ccccc2)on1,-27,-6,-4,-0.2
O=C(Cc1ccccn1)N1CC(=O)N2[C@H](CO)[C@H](c3ccc(C#CC4CC4)cc3)[C@@H]2C1,nt,-8,5,2.8
Cc1ccc(S(=O)(=O)N[C@H]2CC[C@@H](CCNC(=O)C3CCCC3)O[C@@H]2CO)cc1,nt,-5,-2,0.1
O=C(C[C@H]1CC[C@@H]2[C@H](COC[C@@H](O)CN2CC2CCCC2)O1)NCC1CC1,nt,-40,-14,0.4
COCC(=O)N(C)C[C@H]1Oc2ncc(C#Cc3ccccc3OC)cc2C(=O)N([C@H](C)CO)C[C@@H]1C,34,11,-1,-1.5
C[C@H]1CN([C@@H](C)CO)C(=O)Cc2cc(NC(=O)Nc3ccc4c(c3)OCO4)ccc2O[C@H]1CN(C)Cc1ccc(Oc2ccccc2)cc1,-3,-2,-6,-1.2
C[C@@H]1CCCCO[C@@H](CN(C)C(=O)CCCN(C)C)[C@@H](C)CN([C@@H](C)CO)C(=O)c2cc(NC(=O)c3ccccc3)ccc2O1,47,-21,0,1.9
CCN(C[C@H]1[C@H](c2ccc(C3=CCCC3)cc2)[C@@H](CO)N1C(C)=O)C(C)=O,-12,3,6,4.3
COCC(=O)Nc1ccc2c(c1)[C@@H]1C[C@@H](CC(=O)N[C@H](C)c3ccccc3)O[C@@H](CO)[C@@H]1O2,46,6,-7,0.8
COCC#Cc1cnc2c(c1)C(=O)N([C@H](C)CO)C[C@@H](C)[C@H](CN(C)S(=O)(=O)c1ccccc1)O2,-39,16,2,-0.2
C[C@H](CO)N1C[C@H](C)[C@H](CN(C)S(=O)(=O)c2ccccc2C#N)OCc2cn(nn2)CCCC1=O,nt,10,-6,-0.4
C[C@H]1CN([C@@H](C)CO)C(=O)CCCn2nncc2CO[C@H]1CN(C)S(=O)(=O)c1ccc(-c2ccccc2)cc1,9,-54,3,-1.2

# An excerpt from above, limited to C diff HTS:
SMILES,C diff HTS
CCN(C[C@H]1[C@H](c2ccc(C3=CCCC3)cc2)[C@@H](CO)N1C(C)=O)C(C)=O,6
COCC(=O)Nc1ccc2c(c1)[C@@H]1C[C@@H](CC(=O)N[C@H](C)c3ccccc3)O[C@@H](CO)[C@@H]1O2,-7
COCC#Cc1cnc2c(c1)C(=O)N([C@H](C)CO)C[C@@H](C)[C@H](CN(C)S(=O)(=O)c1ccccc1)O2,2
C[C@H](CO)N1C[C@H](C)[C@H](CN(C)S(=O)(=O)c2ccccc2C#N)OCc2cn(nn2)CCCC1=O,-6

# Whole records, looked up by structure. Order of screens: T cruzi growth, Pf Dd2 inh, C diff HTS, GASC1 inh
# Cc1ccc(S(=O)(=O)N[C@H]2CC[C@@H](CCNC(=O)C3CCCC3)O[C@@H]2CO)cc1 reads nt, -5, -2, 0.1
# C[C@H]1CN([C@@H](C)CO)C(=O)CCCn2cc(nn2)CO[C@H]1CN(C)C(=O)c1cc(-c2ccccc2)on1 reads -27, -6, -4, -0.2

# Next records follow:
SMILES,T cruzi growth,Pf Dd2 inh,C diff HTS,GASC1 inh
C[C@H](CO)N1C[C@H](C)[C@@H](CN(C)Cc2ccc(C(F)(F)F)cc2)Oc2ccc(NC(=O)Nc3cccc4ccccc34)cc2C1=O,100*,11,3,-0.6
Cc1ccc(S(=O)(=O)Nc2ccc3c(c2)C(=O)N([C@@H](C)CO)C[C@@H](C)[C@H](CN(C)C(=O)Nc2c(C)noc2C)OCCCC[C@@H](C)O3)cc1,12,32,2,-0.7
COc1ccc(NC(=O)N(C)C[C@@H]2OCCCC[C@H](C)Oc3ccc(NC(=O)CCC(F)(F)F)cc3C(=O)N([C@H](C)CO)C[C@@H]2C)cc1,59,-25,2,-0.4
COC(=O)C[C@H]1CC[C@H]2[C@@H](COc3ccc(NC(=O)c4ccccc4)cc3C(=O)N2C)O1,nt,4,0,3.9
CCC(=O)Nc1ccc2c(c1)OC[C@@H](C)N(C(=O)Cc1cccnc1)C[C@@H](C)[C@@H](OC)CN(C)C2=O,12,15,nt,0.2
CCc1cnc(N2[C@@H](C#N)[C@H](c3ccc(C#CCC4CCCC4)cc3)[C@@H]2CO)s1,105*,-55,-7,-0.2
COCC(=O)Nc1ccc2c(c1)[C@H]1C[C@@H](CC(=O)NCc3ccc4c(c3)OCO4)O[C@H](CO)[C@H]1O2,20,2,-4,-2.5
C[C@@H]1CN([C@@H](C)CO)C(=O)c2cccc(NS(=O)(=O)c3ccccc3)c2O[C@@H]1CN(C)Cc1ccc(C(F)(F)F)cc1,34,-22,16,2.5
COc1ccc(S(=O)(=O)N[C@@H]2CC[C@@H](CCn3cc(C(C)C)nn3)O[C@H]2CO)cc1,39,10,nt,-1.3
O=C(C[C@H]1CC[C@H](NC(=O)Nc2cc(F)ccc2F)[C@@H](CO)O1)NCc1ccncn1,-76,4,3,1.3
C[C@H](CO)N1C[C@H](C)[C@H](CN(C)C(=O)c2cnccn2)Oc2ncc(C#Cc3ccccn3)cc2C1=O,49,19,-3,-3.1
Cc1noc(C)c1NC(=O)Nc1cccc2c1O[C@H](CN(C)S(C)(=O)=O)[C@H](C)CN([C@@H](C)CO)C2=O,-5,9,-3,-0.6
CNC[C@@H]1OCCCC[C@H](C)Oc2ccc(NS(=O)(=O)c3ccc(F)cc3)cc2C(=O)N([C@@H](C)CO)C[C@@H]1C,-48,nt,-2,-0.9
CNC(=O)C[C@H]1CC[C@H]2[C@H](COc3ccc(NC(=O)Nc4cc(C)cc(C)c4)cc3C(=O)N2C)O1,3,6,3,-1.0
C[C@@H]1CCCCO[C@@H](CN(C)CC2CCCCC2)[C@H](C)CN([C@@H](C)CO)C(=O)c2cc(NS(=O)(=O)c3ccc(F)cc3)ccc2O1,67,-36,19,0.5
CN(C)CC#Cc1ccc([C@H]2[C@@H](CO)N3CCCCN(C(=O)C4CC4)C[C@@H]23)cc1,49,14,2,nt
CCCC#Cc1ccc([C@@H]2[C@H]3CN(C(=O)Nc4cccc(F)c4)CC(=O)N3[C@H]2CO)cc1,nt,-34,4,-0.9
C[C@@H]1CN([C@@H](C)CO)C(=O)c2cc(NC(=O)CCN3CCOCC3)ccc2O[C@@H]1CN(C)Cc1ccc(C(=O)O)cc1,-32,-10,nt,0.2
COc1ccccc1S(=O)(=O)N[C@@H]1CC[C@H](CCNC(=O)C2CCCCC2)O[C@H]1CO,41,1,5,0.5
O=C(c1ccccn1)N1CC2(C1)[C@@H](c1ccccc1)[C@H](CO)N2C(=O)CC1CC1,nt,26,-2,0.5
C[C@H]1CN([C@@H](C)CO)C(=O)c2cc(NC(=O)Cc3cn(C)c4ccccc34)ccc2O[C@H]1CN(C)C(=O)NC1CCCCC1,22,-13,-6,0.1
C[C@H]1CN([C@@H](C)CO)C(=O)CCCn2nncc2CO[C@H]1CN(C)C(=O)Nc1ccc(F)cc1,40,3,nt,0.4
CO[C@@H]1CN(C)C(=O)c2ccc(NC(C)=O)cc2OC[C@H](C)N(Cc2cc(F)ccc2F)C[C@@H]1C,30,-17,nt,1.3
C[C@H]1CN([C@@H](C)CO)C(=O)c2cccc(NC(=O)Nc3ccccc3)c2O[C@H]1CN(C)Cc1ccccc1,17,-1,-7,-0.5
O=C(Nc1ccc(Cl)cc1)N[C@H]1CC[C@@H](CCn2cc(-c3ccccc3F)nn2)O[C@@H]1CO,56,-6,-4,-0.6
COc1cccc(C(=O)Nc2ccc3c(c2)C(=O)N(C)C[C@@H](OC)[C@H](C)CN(CC2CC2)[C@@H](C)CO3)c1,2,-7,nt,0.1
CNC(=O)C[C@@H]1CC[C@@H]2[C@H](COc3ccc(NC(=O)c4ccc(C(F)(F)F)cc4)cc3C(=O)N2C)O1,23,-13,-1,1.4
COc1ccc(NC(=O)Nc2ccc3c(c2)C(=O)N([C@@H](C)CO)C[C@H](C)[C@@H](CN(C)Cc2ccccc2)OCCCC[C@@H](C)O3)cc1,69,-75,9,0.6
CO[C@@H]1CC[C@@H]2CCN(C)C(=O)[C@H](C)N(C)C(=O)c3cc(C#N)ccc3OC[C@@H]1O2,-19,nt,16,0.4
C[C@@H]1CN([C@H](C)CO)C(=O)c2cc(NC(=O)C3CCCCC3)ccc2O[C@@H]1CN(C)Cc1ccc(C(=O)O)cc1,-16,3,-2,0.3
CO[C@H]1CN(C)C(=O)c2cc(NC(C)=O)ccc2OC[C@@H](C)N(C(=O)c2cccnc2)C[C@@H]1C,11,12,nt,2.1
COCC(=O)N1[C@@H](CO)[C@@H]2c3ccccc3N(C(=O)NC(C)C)C[C@@H]21,1,-11,6,-0.8
